Screening results (PubChem BioAssay)
PTAP TSG101 blk – blocks PTAP/TSG101 interaction to inhibit HIV-1 budding. Q99816. AID 493005. Potency, µM (series often up to 115 µM), inactives show at the top dose activity change, negative = inhibition, hits mostly inhibitors. 340,000 tested, under 10 active. Fluorescence polarization, FITC-PTAP peptide / Tsg101 binding; active = well fitted inhibition curve with a large enough effect in the main read-out, with a control signal flat, not every such curve was filed as active; inconclusive = small, poorly fitted or top-dose-only effect, or effect the other way, or a change in a side signal; inactive = no such curve, though single readings can be large or run the other way; note: potency is the fitted concentration of half-maximal effect; % of control where 0% means no effect
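FP read-out: FITC-PTAP peptide, 50 nM final, binding Tsg101 binding domain, 10 uM final; 20 min, r.t.; 10 mM HEPES pH 7.5, 0.15 M NaCl, 0.01% Tween 20, 3 mM EDTA, 0.1 mM TCEP.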
Eya2 phos inh – blocks the phosphatase activity of human Eya2; O00167; recombinant Eya2, OMFP fluorescence dephosphorylation (OMFP is methylfluorescein phosphate); Potency, µM (top dose mostly 76.9 µM), without a hit: top-dose activity, negative = inhibition, hits mostly inhibitors; 330,000 tested, 0.006% active; note: potency is the fitted concentration of half-maximal effect; % is set by controls: 0 for no effect and ±100 for the full control effect
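Eya2 (0.2 uM) preincubated 10 min at ambient with compound, then OMFP substrate added at 50 uM; 10 min reaction in 50 mM HEPES pH 7.5, 50 mM NaCl, 5 uM MgCl2, 0.05% BSA, 1 mM DTT. Fluorescence read at Ex 485/Em 525 nm.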
TSHR antagonist – human thyrotropin receptor antagonism | TSHR-expressing cells, TSH-stimulated cAMP HTRF, 2 h; stronger effect = lower value | activity change, negative = inhibition, % at 11.5 µM | 330,000 tested, 0.2% active | P16473;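 active = activity change below a set negative limit, meaning inhibition stronger than a set level, cut at about -70% in these data; inconclusive = activity change between two set negative limits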; note: % is set by controls: 0 for no effect and ±100 for the full control effect
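Read-out is FRET at 665 nm (cryptate excitation 337 nm) from a cryptate-tagged anti-cAMP antibody, competed by cell cAMP against cAMP-d2. Compounds are tested on freshly harvested TSHR cells challenged with 4nM TSH (EC80) for 2 hours at 37 deg C.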
a7 integrin act – integrin-mediated muscular dystrophy alleviation activation; alpha7betagal myoblasts, beta-gal FDG fluorescence, 48 h; Potency, µM (series often up to 38.3 µM), inactives show at the top dose activation, most hits filed as activators; 350,000 tested, 0.064% active; AID 624291;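 note: potency is the fitted concentration of half-maximal effect; 100% = response of the positive control SU9516; nearly all actives have a fitted effect of over 60% in size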
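Alpha7betagal+/- myoblasts (passage 13) were plated 16-24 hr, then exposed to compounds (1:260 dilution of DMSO stock) for 48 hours at 37C. After MPER lysis, β-galactosidase reporter activity was read as FDG fluorescence (ex 480/em 540) after 30 minutes.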
ELG1 repair inh – blocks ELG1-dependent DNA repair in HEK293T cells; HEK293T ELG1-luciferase reporter, luminescence, 16 h; DNA damage induced by 5-fluorouridine; Potency, µM (doses to about 46.1 µM), for inactives: at the top dose activity change, negative = inhibition, actives largely listed as inhibitors; 330,000 tested, 2.3% active; AID 504467; note: potency is the fitted concentration of half-maximal effect; % is set by controls: 0 for no effect and ±100 for the full control effect; nearly all actives have a fitted effect of over 55% in size
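In this reporter screen, reduction of luminescence relative to DMSO vehicle indicated activity. Compounds and 5-fluorouridine were added together to 2,000 cells per well, incubated for 16 hr at 37 °C, then developed with ONE-Glo.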
TCR activator – activates T cell receptor signaling | primary human leukocytes, anti-CD3, IL-2 HTRF, 48 h | AID 504894 | Potency, µM (top dose mostly 9.22 µM), for inactives: top-dose activation of IL-2 secretion, most hits filed as activators | 330,000 tested, under 10 active; note: % of control where 0% means no effect
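TCR engagement came from a-CD3 beads alone, with compounds added to primary human leukocytes for 48 hr. Secreted IL-2 bridged europium cryptate- and d2-labelled anti-IL-2 antibodies, giving FRET emission at 665nm after 320nm excitation.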
Mito fusion yeast – inhibitors of mitochondrial division or activators of mitochondrial fusion | S. cerevisiae fusion-defective mutant growth rescue, CellTiterGlo 48 h | Potency, µM (top dose mostly 46.1 µM), for the others: at the highest dose growth rescue (activation), actives largely listed as activators | 320,000 tested, 0.23% active;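 note: potency is the fitted concentration of half-maximal effect; % of control where 0% means no effect; nearly all actives have a fitted effect of over 45% in size; temperature-sensitive fusion mutants such as fzo1-1 at 37 °C on non-fermentable ethanol glycerol medium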
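S. cerevisiae fusion-defective temperature-sensitive mutants (e.g. fzo1-1, mgm1-5) grown 48 h at 37C in YPEG (ethanol/glycerol non-fermentable) medium with 23 nl compound per well; growth rescue read as CellTiterGlo luminescence.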
Tb PFK block – T. brucei PFK enzyme inhibition | O15648 | T. brucei PFK, ADP-Glo luminescence | Potency, µM (titrated, usually from 57.5 µM), for inactives: top-dose activity, negative = inhibition, most hits filed as inhibitors | 330,000 tested, 0.17% active;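 note: potency is the fitted concentration of half-maximal effect; 0% = uninhibited 1x PFK enzyme wells and -100% = no-enzyme wells; nearly all actives have a fitted effect of over 60% in size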
Target sequence (O15648 whole entry, looked up): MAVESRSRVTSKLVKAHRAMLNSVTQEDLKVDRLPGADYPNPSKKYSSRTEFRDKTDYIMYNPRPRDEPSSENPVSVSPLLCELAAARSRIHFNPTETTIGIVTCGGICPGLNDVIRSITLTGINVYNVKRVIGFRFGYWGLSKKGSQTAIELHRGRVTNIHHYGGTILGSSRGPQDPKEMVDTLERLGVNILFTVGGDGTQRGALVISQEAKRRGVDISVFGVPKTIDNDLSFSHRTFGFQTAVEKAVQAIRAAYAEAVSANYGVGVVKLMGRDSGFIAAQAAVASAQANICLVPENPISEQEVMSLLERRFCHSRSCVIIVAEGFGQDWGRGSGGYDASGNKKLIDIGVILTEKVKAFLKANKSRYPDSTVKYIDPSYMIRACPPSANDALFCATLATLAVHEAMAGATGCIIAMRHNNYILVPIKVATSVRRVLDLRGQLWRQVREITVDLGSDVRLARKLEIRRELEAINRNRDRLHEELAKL
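PFK 1.25 nM, F6P 0.5 mM, ATP 0.1 mM, 0.1 M TEA pH 8.0, 5 mM MgCl2, 0.01% Tween20, 0.1% BSA; 45 min RT. ADP-Glo readout. qHTS titration up to 57 uM; curves fitted, compounds curve-classed.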
Chronic BCR inh – inhibitors of chronic active B-cell receptor signaling | Potency, µM (titrated, usually from 46.1 µM), for the others: at the top dose ratio change, negative = lower green/red ratio, usual class: inhibitors | 340,000 tested, 0.05% active | ABC-DLBCL IkBa-CBG/CBR reporter, luminescence ratio, 4 h; active = well fitted inhibition curve with a large enough effect in the signal ratio, with a control signal flat, not every such curve was filed as active; inconclusive = small, poorly fitted or top-dose-only effect, or effect the other way, or a change in a side signal; the % refers to the signal ratio;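 note: potency is the fitted concentration of half-maximal effect; plate controls were basal doxycycline-induced cells for no effect and cells given 10 µM MG132 for full effect; MG132 reads +100%, hits lower the ratio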
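Concentration-response series (up to 46 uM) were applied to TMD8 dual-reporter cells for 4 h at 37C with doxycycline. Green/red ratio, after filter-overlap correction, defined %Activity; red signal alone was normalised to basal cells and zero luminescence.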
AT treatment – potential ataxia-telangiectasia treatment; […] A-T fibroblasts, KAP-1 phosphorylation AlphaLISA; neocarzinostatin DNA damage 30 min before lysis; Potency, µM (series often up to 57.5 µM), without a hit: at the highest dose activation, actives largely listed as activators; 320,000 tested, 0.19% active; note: potency is the fitted concentration of half-maximal effect; % of control where 0% means no effect; nearly all actives have a fitted effect of over 45% in size
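hTERT-immortalized A-T patient fibroblasts ([…]), 500 cells/well in OPTI-MEM, 1% FBS, got compounds for 60 min, then NCS for 30 min at 37C. Lysates were then assayed for phospho-KAP-1 by AlphaLISA (anti-pKAP1 donor, anti-KAP1 acceptor beads), 6 hr at 25C.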
ASM inhibitor – inhibitors of human secretory acid sphingomyelinase; Potency, µM (highest dose often 57.5 µM), inactives show at the top dose activity change, negative = inhibition, most hits filed as inhibitors; 340,000 tested, 0.006% active; P17405; AID 504937; placental ASM, HMU-PC fluorogenic substrate, 60 min; note: potency is the fitted concentration of half-maximal effect
Target sequence (P17405 47-631 limits assumed): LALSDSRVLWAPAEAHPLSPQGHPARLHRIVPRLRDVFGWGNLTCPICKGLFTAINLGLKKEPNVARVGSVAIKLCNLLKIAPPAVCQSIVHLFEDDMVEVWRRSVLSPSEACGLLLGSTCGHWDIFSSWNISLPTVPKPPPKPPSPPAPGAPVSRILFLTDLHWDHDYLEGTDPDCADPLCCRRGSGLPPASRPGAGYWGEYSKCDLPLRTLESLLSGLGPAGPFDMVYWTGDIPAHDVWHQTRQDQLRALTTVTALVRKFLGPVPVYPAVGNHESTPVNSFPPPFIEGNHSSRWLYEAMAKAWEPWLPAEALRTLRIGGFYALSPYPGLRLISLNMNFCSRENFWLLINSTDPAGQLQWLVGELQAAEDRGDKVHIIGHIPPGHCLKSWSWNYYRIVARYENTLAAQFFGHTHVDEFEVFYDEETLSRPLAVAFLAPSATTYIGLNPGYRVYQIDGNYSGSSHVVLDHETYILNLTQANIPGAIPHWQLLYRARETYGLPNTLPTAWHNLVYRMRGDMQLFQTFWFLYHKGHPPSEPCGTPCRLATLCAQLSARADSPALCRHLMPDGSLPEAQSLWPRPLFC
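Fluorescence read-out (Ex 386 nm, Em 447 nm) after stopping the reaction at pH 10. Enzyme: ASM from human placenta; substrate HMU-PC0, 9 uM final; 60 min, 37 °C. Compound preincubation 10 min, ambient temperature.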
An asterisk follows results filed as active; ? = inconclusive; / = not tested or not shown; [ ] = dose if it differs, or a comment. Unless noted, calls come from the whole dose curve; as a rule, active = well fitted curve in the direction sought with a large enough effect; inconclusive = small, poorly fitted or top-dose-only effect, or another doubt; inactive = no such curve, though single readings can be large; an effect the other way counts as inactive or inconclusive.

SMILES | PTAP TSG101 blk | Eya2 phos inh | TSHR antagonist | a7 integrin act | ELG1 repair inh | TCR activator | Mito fusion yeast | Tb PFK block | Chronic BCR inh | AT treatment | ASM inhibitor
O=C(CN1C(=O)CCC1=O)Nc1nc(-c2nc3ccccc3s2)cs1 | -0.5% | -15.6% | -12.2 | -12.8% | ? | 2.1%[46.1 µM] | -1.3% | 7.1% | 15.9% | 17.1% | -2.3%
CC(=O)c1ccc(S(=O)(=O)NCCC(=O)NC(C)c2ccncc2)cc1 (centres undefined) | -4.1% | ? | -5.6 | 5.2% | -1.0% | / | 2.9% | -10.1% | 1.5% | 5.9% | -2.2%
O=C1COc2ccc(C(=O)COC(=O)/C=C/c3ccco3)cc2N1 | -4.0% | 4.3% | 0.1 | -19.0% | -0.6% | / | -2.1% | -16.2% | ? | 5.0% | -1.4%
COC(=O)c1sccc1NC(=O)CCC1CCCC1 | -1.0% | 5.6% | -8.1 | -5.0% | ? | 0.2% | 6.8% | -2.5% | 10.4% | -0.6% | -5.1%
CCOc1ccc(S(=O)(=O)N2CCN(c3ccc(C)cc3C)CC2)cc1 | 0.3% | 1.9% | -22.1 | -12.4% | 1.5% | 0.2% | 14.8% | -0.3% | 18.5% | 7.4% | -1.3%
O=c1[nH]c2ccc(NCc3ccc(F)cc3)cc2[nH]1 | -0.7% | 9.6% | -10.9 | -12.0% | ? | 8.9% | 2.2% | -28.8% | -4.6% | -7.2% | 2.3%
O=C(C1=C(O)C(=O)N(CCOCCO)C1c1cccs1)c1cccs1 (centres undefined) | -4.6% | 11.5% | 41.8 | 14.4% | 21.8% | 0.6% | -0.5% | 2.0% | 2.6% | -4.0% | -2.4%
CCOC(=O)Cn1c(CN2CCN(C(=O)c3ccco3)CC2)nc2c1c(=O)n(C)c(=O)n2C | -2.6% | -10.3% | -5.0 | -22.2% | 22.4% | 8.4% | -4.6% | 1.4% | -4.0% | 4.5% | 3.1%
O=C(NCc1ccncc1)C(=O)NCC1OCCCN1S(=O)(=O)c1cc(F)ccc1F (centres undefined) | / | -3.8% | -9.7 | 3.4% | 4.5% | 8.4% | -2.1% | 1.1% | -9.4% | 0.4% | 2.2%
CC1CCc2nc(NC(=O)Cc3cccs3)sc2C1 (centres undefined) | -0.5% | -41.0% | 0.9 | 6.5% | ? | -5.6% | 20.3% | -1.3% | ? | 0.6% | -8.6%
CCCC(CCC)C(=O)OC1C[C@H]2CC[C@@H](C1)[N+]2(C)C (some centres undefined) | 0.7% | 2.6% | 1.2 | / | 5.1% | 10.3% | -0.3% | 1.1% | -10.6% | -5.2% | 0.3%
CCN(CC)CCCNC(=O)c1ccc(OCC(=O)Nc2ccccc2C(F)(F)F)c(OC)c1 | -4.8% | 6.4% | 25.7 | -59.3%[inhibitor] | 0.0% | 6.6% | -0.5% | 3.0% | -15.1% | 4.8% | -4.9%
COc1ccc(CNC(=O)CSc2nn3c(=O)c(C(C)(C)C)nnc3s2)cc1OC | -8.9% | 4.1% | -3.9 | 12.7% | -9.6% | -1.2% | 6.2% | 0.8% | ? | 6.3% | -4.7%
COCCn1c(C)cc(C(=O)CSc2nc(C)cc(C)c2C#N)c1C | -4.5% | -20.6% | -13.5 | -40.6% | ? | 4.6% | 10.7% | -3.4% | ? | 8.7% | -0.5%
Cn1c(SCC(=O)Nc2ccc(C(=O)O)cc2)nc2scc(-c3ccccc3Cl)c2c1=O | 0.5% | 4.7% | -25.8 | 19.6% | -3.2% | -6.9%[46.1 µM] | / | 3.1% | 0.3% | 16.4% | -5.7%
Cc1cc(OC(C)C(=O)Nc2ccc(S(=O)(=O)Nc3onc(C)c3C)cc2)cc(C)c1Cl (centres undefined) | -10.0% | ? | -1.4 | 7.7% | -3.4% | 0.0% | 3.1% | 0.4% | ? | 0.0% | 16.5%
CCOC(=O)c1cc(NC(=O)Cc2ccc(S(=O)(=O)N3CCOCC3)s2)cc(C(=O)OCC)c1 | 2.9% | -19.5% | -7.1 | 25.8% | 6.51µM* | -2.5% | 0.4% | 5.5% | -14.7% | 6.2% | -4.5%
CCn1cc(C(=O)NCCCOC(C)C)c(=O)c2cc(S(=O)(=O)N3CCCC3)ccc21 | -8.4% | -11.7% | -5.2 | 6.7% | -7.5% | 5.5% | -1.2% | -6.2% | -0.7% | -4.8% | -2.0%
Cc1ccc(S(=O)(=O)N2CCC(C(=O)NCc3ccccc3CN3CCCC3)CC2)cc1 | -0.2% | 5.1% | / | -35.7% | 0.0% | -4.9% | / | -0.1% | 0.9% | -0.8% | -1.5%
CSc1nnc(-c2cnccn2)n1CCCN1CCCC1=O | -4.7% | 3.2% | 3.1 | -1.7% | 21.4% | -0.5% | -6.7% | 0.2% | -10.0% | 0.8% | 4.8%
O=C(Nc1ccccc1F)c1cc2nc(C(F)F)cc(C(F)F)n2n1 | -0.1% | -3.2% | -4.1 | -6.0%[7.66 µM] | ? | -5.3%[46.1 µM] | 0.0% | 2.2% | ? | -1.7% | 4.6%
COc1cccc(OCCOCC(O)CN2CCN(Cc3ccc(Cl)cc3)CC2)c1 (centres undefined) | 0.0% | -8.6% | -3.7 | -35.4% | -26.3% | -5.6%[46.1 µM] | 7.8% | -0.9% | -7.1% | 1.8% | 4.1%
O=C(NCc1ccc(Cl)c(Cl)c1)c1cccnc1 | -2.0% | 6.8% | 1.8 | -14.2% | -1.8% | 1.0% | 1.1% | 23.9µM* | -0.1% | 0.4% | 1.8%
O=C(NCc1ccco1)Nc1cccc([N+](=O)[O-])c1 | -3.0% | 6.8% | -2.2 | 19.8% | 11.2% | -4.7% | 1.4% | -4.9% | ? | 4.1% | 1.2%
O=C(NC1CC2CCC(C1)N2C(=O)NC1CCCCC1)NC12CC3CC(CC(C3)C1)C2 (centres undefined) | -5.6% | -19.3% | -7.0 | 16.5% | -3.8% | / | -12.4% | 0.6% | -2.0% | -3.1% | 4.4%
CCCN1C(=O)c2ccccc2NC1c1ccc(OC)cc1O (centres undefined) | -0.8% | -1.4% | 13.5 | 3.7% | 14.5% | -0.2% | 0.3% | 8.7% | 0.2% | 9.0% | 27.6%
O=C(Nc1nc(-c2ccc(F)cc2)cs1)C1CCCO1 (centres undefined) | -1.0% | 3.8% | -1.2 | 9.1% | ? | -1.7%[46.1 µM] | 2.8% | -2.4% | -0.9% | 10.0% | -0.4%
C=CCn1c(C)nc2ccccc2c1=O | -6.0% | -1.6% | 7.7 | 7.6% | 5.4% | -0.1% | 0.9% | -6.0% | 0.0% | 3.2% | -2.5%
COc1ccccc1N1CCN(C(=O)CC2NC3CCCCC3NC2=O)CC1 (centres undefined) | / | 1.8% | -4.4 | / | 7.1% | / | 0.9% | 3.4% | -0.2% | -1.1% | /
CCN(CC)C(=O)C1=C(C)NC(=S)NC1c1cn(-c2ccccc2)nc1-c1ccc(Cl)cc1 (centres undefined) | -2.4% | -6.2% | -6.0 | -1.6% | -27.2% | 1.0% | -3.2% | -0.6% | -4.3% | 4.6% | 1.0%
O=C(O)c1cc(-c2ccccn2)n[nH]1 | -3.0% | -20.3% | -1.2 | -25.3% | 1.3% | -6.0% | -5.1% | -1.1% | 0.4% | -3.8% | 1.0%
O=C(NCc1cccs1)C1CC(c2ccccc2O)=NO1 (centres undefined) | -1.3% | -18.7% | 3.5 | 10.7% | 25.9% | -0.8% | 9.5% | -1.3% | ? | 8.2% | 0.6%
